NCOA1 inh: inhibitors of human steroid receptor coactivator 1 (SRC1) | Q15788 | HEK293 GAL4-SRC1 luciferase reporter, luminescence | inhibition, % at 3.6 µM | actives 0.12% (n = 360,000) | AID 588354;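 active = inhibition above the campaign mean plus 3 SD, with each screening campaign given its own cutoff, cut at about 60% in these data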;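 note: 0% = DMSO treated cells and 100% = gossypol at 36 µM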
TRAIL sens C8: sensitizes caspase-8 expressing cells to TRAIL | AID 624354 | inhibition (viability loss, TRAIL sensitization), % at 10 µM | NB7+C8 cells + TRAIL, ATPlite viability luminescence | actives 1% (n = 360,000);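 active = compounds causing at least 50% loss of cell viability in the single-dose screen, relative to plate controls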
Vif inh: HIV Vif inhibition; actives 0.35% (n = 340,000); HEK293T cells, Vif self-association by quenched fluorescence, imaging, 24 h; inhibition, % at 7.49 µM; in the data active = inhibition above about 50%, passing the limit was not always enough; inconclusive = no clear call, values can overlap the other calls; inactive = below about 31%; note: some results filed as inactive read as strong as hits
LRH-1 inv ag: suppresses constitutive activity of human LRH-1; O00482; HEK293T StAR-luciferase reporter, LRH-1 transfected, 24 h; inhibition, % at 3.6 µM; actives 0.13% (n = 360,000);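 active = inhibition above the mean inhibition of all tested compounds plus 3 SD, cut at about 73% in these data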;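 note: 0% = DMSO wells and 100% = reporter-only cells lacking LRH-1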
TROY NFkB inh: inhibitors of TROY-dependent NF-kB signaling. Q293 LMP1-TROYcd NF-kB luciferase reporter, 4 h. inhibition, % at 10 µM. actives 0.98% (n = 360,000);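 active = compounds whose plate-normalised and pattern-corrected inhibition of the luciferase reporter signal at the single screening dose is 50% or more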
TLR9-MyD88 inh: inhibitors of human TLR9-MyD88 binding | Q9NR96+Q99836 | inhibition, % at 4.98 µM | actives 0.21% (n = 340,000) | CHO BLA complementation TLR9-MyD88, CCF4 FRET ratio | AID 504734;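 active = inhibition above the mean over all tested compounds plus 3 SD, cut at about 21% in these data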;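 note: 0% = DMSO only wells and 100% = clavulanate BLA inhibitor control wells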
NCOA3 inh: inhibits human SRC3 coactivator | AID 588352 | actives 0.17% (n = 360,000) | inhibition, % at 3.6 µM | HEK293 GAL4-SRC3 luciferase reporter, luminescence;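 active = inhibition above a per-campaign cutoff, the mean of all compounds plus 3 SD, cut at about 60% in these data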;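 note: 0% = DMSO-treated cells and 100% = gossypol-treated cells at 36 µM; higher means less SRC3-driven luciferase light from the GAL4 reporter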
EBV LMP1 NFkB: reduces LMP1-driven NF-kappaB luciferase signal | actives 0.69% (n = 350,000) | LMP1-induced NF-kappaB luciferase reporter cells, luminescence | inhibition, % at 12.5 µM | AID 504558; in the data active = inhibition above about 41%; inconclusive = no clear call, values can overlap the other calls;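 note: 0% = neutral control wells and 100% = reference inhibitor control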
NOD2-RIPK2 inh: blocks binding of human NOD2 to RIPK2; AID 624267; actives 0.38% (n = 360,000); inhibition, % at 4.98 µM; CHO BLA complementation NOD2-RIPK2, CCF4 ratio; O43353; in the data active = inhibition above about 21%;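 note: 0% = vehicle only and 100% = reference blocker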
SRC2 inh: inhibits human steroid receptor coactivator 2; Q15596; HEK293 GAL4-SRC2 luciferase reporter, luminescence; inhibition, % at 9 µM; actives 0.17% (n = 370,000); AID 651957;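 active = inhibition above the mean inhibition of all tested compounds plus 3 SD, set per campaign, cut at about 52% in these data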;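 note: 0% = DMSO treated cells and 100% = cells given Gossypol at 36 µM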
COUP-TFII inh: inhibitors of human COUP-TFII (NR2F2); P24468; HEK293T NGFI-A luciferase reporter, luminescence; inhibition, % at 8.6 µM; actives 0.7% (n = 370,000);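 active = inhibition above a per-plate cutoff, mean inhibition of test wells between control levels plus 3 SD, cut at about 38% in these data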;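 note: cells cotransfected with COUP-TFII expression vector driving the NGFI-A reporter; 0% = median of COUP-TF2 test wells and 100% = reporter-only cells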
* hit, by the source's call; ? = inconclusive; . = not tested or not shown. A portion of the library; count on the stated rates, not on these rows.

Values run as follows: NCOA1 inh, TRAIL sens C8, Vif inh, LRH-1 inv ag, TROY NFkB inh, TLR9-MyD88 inh, NCOA3 inh, EBV LMP1 NFkB, NOD2-RIPK2 inh, SRC2 inh, COUP-TFII inh
- CC(=O)c1cccc(NC(=O)NCc2ccccn2)c1
    -68, 10, 18, -114, -4, -1, -52, -14, 8, ., .
- CCn1c(CNc2ccc(Cl)cc2)nnc1SCc1ccc(C)cc1
    -8, 15, -12, -5, 23, 6, -4, -6, -12, 24, 0
- O=C1C2CC=CCC2C(=O)N1Cc1nnc(-c2ccccc2Br)o1 (stereo not drawn)
    -13, -13, 0, -11, -39, -1, -24, -8, -4, -14, -7
- CCCS(=O)(=O)c1nnnn1-c1cccc(OC)c1
    -2, 2, ?, 19, 52*, 11, 24, 18, 17, ., .
- COc1ccccc1C(=O)NCC(=O)OC(C)C(=O)NC(=O)NC1CCCCC1 (stereo not drawn)
    -22, -7, 6, 7, 8, -10, 6, 4, 3, -9, -6
- CC(C)CCOc1ccccc1C(N)=O
    2, -4, 9, 6, 11, 7, 7, -8, -5, 11, 4
- OCCN1CCN(C2Cc3cc(Cl)ccc3Sc3ccc(Cl)cc32)CC1 (stereo not drawn) (tested in a mixture with another compound)
    2, 1, -6, 15, 2, 6, 4, -16, -1, ., .
- CC(C)Oc1ccc(CCC(=O)NNC(=S)NCc2ccccc2)cc1
    -2, -11, -2, -8, 3, -5, 9, -4, -3, 21, -2
- CCC1(c2ccccc2)NC(=O)N(CC(=O)Nc2ccccc2N2CCCCC2)C1=O (stereo not drawn)
    -33, -8, -4, -3, -3, 2, 13, -2, 13, -20, -6
- O=C(Cn1nnc(-c2ccccc2)n1)c1ccccc1
    -7, -20, 0, -31, -25, 1, -19, -4, -1, -2, 2
- Cc1ccc(OCC(=O)Nn2c(C)nc3ccccc3c2=O)c(C(C)C)c1
    -10, 4, -5, -26, 11, 3, 15, 7, -2, 13, -1
- COc1ccc(CC(=O)N(C)CC(=O)Nc2c(C)cccc2C)cc1S(=O)(=O)N1CCOCC1
    4, -8, -5, 23, -7, 8, 0, -5, -12, -7, 5
- Clc1ccc(C[n+]2cc(-c3ccccc3)n3c2CCCCC3)c(Cl)c1
    -8, 35, -8, 26, 42, -4, 49, 17, 2, 13, 42*
- COc1ccc(OC)c(NC(=O)CCCNC(=O)Cn2cnc3sc(C)c(C)c3c2=O)c1
    4, -36, -15, 2, -5, -5, 4, -10, -10, -6, 2
- Cn1cnnc1SCC(=O)Nc1ccc2nc(SCc3ccccc3F)sc2c1
    -96, -4, 4, -37, -7, 0, -75, -36, -3, -48, -23
- COC(=O)c1cc(C)cc(=O)o1
    4, -43, 2, -1, -22, -11, 7, 3, -1, 1, 5
- COc1cc(NC(=O)C2(C)CCCN2C)cc(OC)c1OC (stereo not drawn)
    1, -1, 10, 4, -8, ., 13, ., -5, -5, -12
- Cc1ccc2cc(CN(CC3CCCO3)S(=O)(=O)c3cccc4nsnc34)c(=O)[nH]c2c1 (stereo not drawn)
    -1, -9, 0, -19, 22, -3, -8, -1, 3, 10, 9
- CCOC(=O)N1CCN(c2nc(SC)nc3sc4c(c23)CC(C)(C)OC4)CC1
    0, 14, -5, -11, 10, -6, 0, -5, -16, -2, 11
- O=C(NCCc1ccc(Cl)cc1)C1CC(=O)N(C2CCCCC2)C1 (stereo not drawn)
    14, 0, 4, -15, -3, -6, 12, -2, -8, -4, -11
- CN(Cc1ccccc1)C(=O)COc1ccc(C(C)(C)C)cc1
    -3, -10, -1, -10, -28, -6, -34, -15, 12, -29, -3
- COc1ccc(O)c(/C=C(\C#N)C(=O)Nc2ccccn2)c1
    -20, -4, -1, 6, -18, 8, -28, 0, 6, -20, -22
- C/C(=N/OCC(=O)Nc1ccc(C)cc1C)c1cccs1
    -6, 3, ., 5, -29, -2, -11, 4, 1, -17, 1
- COc1ccc(-c2sc3ccccc3c2-c2cc(OC)ccc2C=O)cc1
    ., 5, ., -18, -7, ., ., ., -9, -33, -6
- CC(NC(=O)COC(=O)/C=C/c1ccco1)c1ccccc1 (stereo not drawn)
    2, -2, -5, -5, 0, -4, -20, -7, -4, 5, 2
- Cc1ccc(C(c2nnnn2C2CCCC2)N2CCN3CCCC3C2)cc1 (stereo not drawn)
    0, 4, -3, -10, -8, -2, 11, -9, -3, 5, 10
- CCC(CC)C(=O)c1c[nH]c(C(=O)NCc2ccc(F)cc2)c1
    8, 4, -8, -11, -11, 5, 4, 13, 10, 5, 6
- CC(=O)c1cnc(Nc2nc(C)c3ccc(C)cc3n2)nc1C
    9, 5, 0, -16, -16, -9, 17, 5, -8, -21, -15
- CCC(=O)c1cn(CC(=O)OC)c2ccccc12
    1, -6, -2, 0, 12, 0, -4, -4, -4, -1, 1
- Cc1cccc(Oc2nc(-c3ccccc3)cc(C)c2S(C)(=O)=O)c1C
    -12, 16, 6, 15, -12, 9, -5, -2, 9, -21, 18
- COc1ccc(NC(=O)c2cccc(S(=O)(=O)N3CCCC3)c2)cc1OC
    1, 6, -5, -12, 3, 2, 17, -4, 3, 3, 5
- O=C(CCCc1c[nH]c2ccccc12)NCc1ccccc1F
    -28, 3, 18, 10, -2, 9, -6, -10, 0, -2, 1
- CSc1nc(C)cc(Oc2ccc(OCC(N)=O)nn2)n1
    -19, -7, -3, -2, 6, 5, 6, 8, -1, 2, 4
- NNC(=O)c1ccc(CSc2n[nH]c(=O)[nH]c2=O)cc1
    -1, 6, -2, -6, 6, 2, 12, 0, 8, -2, -15
- Cc1ccsc1-c1nc(CSCC(=O)NCc2ccc3c(c2)OCO3)c(C)o1
    -3, 2, -2, -26, -1, 4, -18, 5, 0, 0, -2
- CCCN1CC(=O)N2Cc3[nH]c4ccccc4c3C[C@H]2C1=O
    -12, -13, 13, -5, -16, -10, -17, -3, -6, 24, 2
- Cc1noc(NS(=O)(=O)c2ccc(NC(=O)c3cc(-c4ccccc4Cl)nc4ccccc34)cc2)c1C
    -14, 4, 5, -15, -30, 3, 3, 3, -1, 19, -2
- CCCCCN(C(=O)CCC(=O)OCC(=O)N(C)Cc1ccccc1C)c1c(N)n(CCCC)c(=O)[nH]c1=O
    -22, 20, 3, 17, -5, -2, 15, 0, 1, -6, 10
- CC(Cc1cccs1)NC(=O)Nc1ccc(F)cc1 (stereo not drawn)
    -38, -2, -2, -49, -28, 4, -58, -15, 1, -23, -10
- Cc1ccc(S(=O)(=O)N(C)C)cc1NC(=O)C(C)OC(=O)c1ccc2c(=O)n3c(nc2c1)CCC3 (stereo not drawn)
    6, 19, -3, 4, 14, -3, 10, -1, -2, -16, -6
- Cn1c(=O)c2c([nH]c(=S)n2CCCc2ccccc2)n(C)c1=O
    -14, 0, -4, -1, 2, 0, 2, -6, -1, 5, -16
- COc1ccc(S(=O)(=O)N2CCCCC2)cc1NC(=O)c1ccc(C)cc1
    -3, 0, 0, 7, -25, 4, 24, 5, 2, -2, 3
- Cc1ccc(NC(=O)NNC(=O)CN2C(=O)COc3ccccc32)cc1
    -33, 4, -1, 9, 7, -1, -11, 4, -1, -10, 5
- CCOC(=O)C(C)n1ncn2cccc2c1=O (stereo not drawn)
    6, 3, 4, 15, 0, -7, 0, -5, -7, -19, 8
- CNc1ncnc(NC)c1[N+](=O)[O-]
    -6, -26, 0, 18, -4, 0, 3, -4, 2, -31, -14
- O=C(Cn1cc2c(n1)CCCC2)N1CCc2ccccc21
    -14, -2, 2, 6, -2, -10, 1, 0, -4, -16, 17
- CC(=O)Nc1ccc(S(=O)(=O)NC(C(=O)O)C(C)O)cc1 (stereo not drawn)
    0, -21, 0, 22, -6, -2, 12, -1, 1, -27, 10
- CC(C)c1ccccc1NC(=S)NCC1(N(C)C)CCCCC1
    -19, -5, 5, -5, 12, -3, -71, 10, 0, -34, 18
- CCc1c(C)nc(SCCOc2ccc(OC(C)C)cc2)[nH]c1=O
    -11, 2, -3, 3, 22, -6, 14, 11, -9, 9, -9
- COc1ccc(-c2[nH]ncc2CNC(C)c2ccccc2Cl)cc1F (stereo not drawn)
    11, -24, -3, 2, -3, -2, 12, 34, 4, 12, -11
- NC(=O)c1cccnc1
    0, 3, 22, 1, 7, -16, -10, 1, -14, -3, -14
- CCOc1ccccc1OCCC(=O)Nc1ccc(F)c(Cl)c1
    2, -1, -2, 6, -5, 2, 5, -5, -11, -22, 8
- Cc1cc(C)c2cc3c(N)c(C(=O)Nc4c(C)[nH]c(=O)[nH]c4=O)sc3nc2c1
    8, -13, 7, -6, 16, -1, -1, 12, 1, -11, 11
- CCN(CC)C(=O)COc1ccc(S(=O)(=O)N2CCCC2)cc1
    12, -10, 8, 2, -8, -3, 1, -4, -2, 12, -15
- N#CN1CCC(NS(=O)(=O)c2ccc(C(F)(F)F)cc2)CC1
    -5, -8, 19, 18, 0, 2, 11, -6, 3, -1, -9

Part of the list above, in markdown.
| Compound | NCOA1 inh | TRAIL sens C8 | Vif inh | LRH-1 inv ag | TROY NFkB inh | TLR9-MyD88 inh | NCOA3 inh | EBV LMP1 NFkB | NOD2-RIPK2 inh | SRC2 inh | COUP-TFII inh |
| --- | --- | --- | --- | --- | --- | --- | --- | --- | --- | --- | --- |
| CNc1ncnc(NC)c1[N+](=O)[O-] | -6 | -26 | 0 | 18 | -4 | 0 | 3 | -4 | 2 | -31 | -14 |
| O=C(Cn1cc2c(n1)CCCC2)N1CCc2ccccc21 | -14 | -2 | 2 | 6 | -2 | -10 | 1 | 0 | -4 | -16 | 17 |
| CC(=O)Nc1ccc(S(=O)(=O)NC(C(=O)O)C(C)O)cc1 (stereo not drawn) | 0 | -21 | 0 | 22 | -6 | -2 | 12 | -1 | 1 | -27 | 10 |
| CC(C)c1ccccc1NC(=S)NCC1(N(C)C)CCCCC1 | -19 | -5 | 5 | -5 | 12 | -3 | -71 | 10 | 0 | -34 | 18 |
| CCc1c(C)nc(SCCOc2ccc(OC(C)C)cc2)[nH]c1=O | -11 | 2 | -3 | 3 | 22 | -6 | 14 | 11 | -9 | 9 | -9 |
| COc1ccc(-c2[nH]ncc2CNC(C)c2ccccc2Cl)cc1F (stereo not drawn) | 11 | -24 | -3 | 2 | -3 | -2 | 12 | 34 | 4 | 12 | -11 |
| NC(=O)c1cccnc1 | 0 | 3 | 22 | 1 | 7 | -16 | -10 | 1 | -14 | -3 | -14 |
| CCOc1ccccc1OCCC(=O)Nc1ccc(F)c(Cl)c1 | 2 | -1 | -2 | 6 | -5 | 2 | 5 | -5 | -11 | -22 | 8 |
| Cc1cc(C)c2cc3c(N)c(C(=O)Nc4c(C)[nH]c(=O)[nH]c4=O)sc3nc2c1 | 8 | -13 | 7 | -6 | 16 | -1 | -1 | 12 | 1 | -11 | 11 |
| CCN(CC)C(=O)COc1ccc(S(=O)(=O)N2CCCC2)cc1 | 12 | -10 | 8 | 2 | -8 | -3 | 1 | -4 | -2 | 12 | -15 |
| N#CN1CCC(NS(=O)(=O)c2ccc(C(F)(F)F)cc2)CC1 | -5 | -8 | 19 | 18 | 0 | 2 | 11 | -6 | 3 | -1 | -9 |

Single values from the list.
SRC2 inh result of CNc1ncnc(NC)c1[N+](=O)[O-] reads -31
TROY NFkB inh result of CC(=O)Nc1ccc(S(=O)(=O)NC(C(=O)O)C(C)O)cc1 (stereo not drawn) reads -6
